High-throughput results from PubChem.
APP 5UTR inh: inhibitors of APP translation via 5'UTR reporter, primary screen, APP 5'UTR luciferase, SH-SY5Y cells; inhibition, % at 2 µM; 0.82% of 190,000 active; SH-SY5Y APP 5'UTR-luciferase reporter, luminescence; AID 1285, 2008;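 active = inhibition above a set limit, derived from the sample mean plus 3 SD, cut at about 45% in these data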; note: values of inactives mirror those of a sister screen read the other way
Redox H2O2 prof: compounds producing H2O2 with reducing agent – biochemical, NIH compound library profiling, artefact control for MLSCN library redox annotation, primary screen. 0.03% of 200,000 active. DTT-dependent redox cycling H2O2, phenol red/HRP absorbance; 100% = 100 µM peroxide control, 0% = buffer. activation, % at 10 µM;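 active = activation of at least 50% relative to the plate's high and low controls in the primary single-dose screen; inactive = activation below 50%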;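 note: compound incubated with DTT at 0.8 mM final as the reducing agent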
FLuc stim CS: FLuc activators, initial screening, artefact control for FLuc-dependent activation tests, biochemical, ATPlite luminescence | ATPlite luciferase biochemical, 10 min; 0 = ATP-free wells, 1 = DMSO control | activation factor at 10 µM | 200,000 tested, under 10 active | AID 1027, 2008;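 active = luciferase activation factor, scaled between plate controls, of at least 2 with compound at 10 µM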
Target sequence (P08659 whole entry, looked up): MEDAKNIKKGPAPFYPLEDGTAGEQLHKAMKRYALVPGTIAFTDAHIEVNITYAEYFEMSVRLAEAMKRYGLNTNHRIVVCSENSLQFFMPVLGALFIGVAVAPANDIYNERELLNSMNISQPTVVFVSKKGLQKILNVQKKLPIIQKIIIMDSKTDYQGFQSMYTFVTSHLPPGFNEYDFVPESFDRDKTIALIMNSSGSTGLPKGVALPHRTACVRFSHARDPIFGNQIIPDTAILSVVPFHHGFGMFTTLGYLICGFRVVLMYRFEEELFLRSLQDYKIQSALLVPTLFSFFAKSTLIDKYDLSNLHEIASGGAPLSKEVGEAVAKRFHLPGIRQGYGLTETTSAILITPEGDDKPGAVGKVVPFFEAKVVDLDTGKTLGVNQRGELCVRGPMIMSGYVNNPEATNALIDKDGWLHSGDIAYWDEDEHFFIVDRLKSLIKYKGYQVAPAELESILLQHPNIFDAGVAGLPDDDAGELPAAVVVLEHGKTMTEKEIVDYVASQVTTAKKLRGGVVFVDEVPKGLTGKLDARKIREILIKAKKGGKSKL
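Material: Luciferase/luciferin reagent mix | Doses: Test compounds dosed from 2 mM stocks in 100% DMSO | Timing: 10 min incubation after luciferase reagent addition, room temperature | Measured by: Luminescence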
STAT1 act: STAT1 signaling activators, primary screen, cell-based, HTS, luciferase reporter; activation (% of control), % at 5.5 µM; NIH 3T3 STAT1-luciferase reporter, IFN-gamma, luminescence; 100% = IFN-gamma alone, no compound; 2.6% of 200,000 active;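 active = activation above the screen-wide mean activation plus 3 SD, cut at about 130% in these data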;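 note: raw ratio to IFN-gamma control signal so 100% means no change and 0% no light; values of inactives mirror those of a sister screen read the other way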
G6PDH CS: L. mesenteroides G6PDH inhibitors, counter-screen for G6PDH-coupled screening assays, biochemical, Leuconostoc mesenteroides enzyme; 0.12% of 200,000 active; glucose-6-phosphate dehydrogenase [Leuconostoc mesenteroides]; inhibition, % at 5 µM; AID 1020, 2008; Purified L. mesenteroides G6PDH, diaphorase/resazurin coupled fluorescence, 45 min; in the data active = inhibition above about 50%
FLuc inhib CS: firefly luciferase enzyme inhibitors, primary screen, artefact control for luciferase-based inhibitor screens, biochemical, luminescence, ATPLite; 10 min; inhibition, % at 10 µM; 1.5% of 200,000 active;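 active = inhibition above about 50% when tested at 10 µM, limit read from the data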
HMGR II inh: inhibitors of E. faecalis class II HMGR, primary screen, biochemical, Enterococcus faecalis; HMG-CoA reductase (Enterococcus faecalis, mvaE); purified E. faecalis HMGR, NADPH absorbance 340 nm kinetic; inhibition, % at 10 µM; 0.41% of 190,000 active;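 active = inhibition above a set limit, the median over all tested compounds plus 3 SD, cut at about 9.5% in these data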;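 note: enzyme runs in reverse so mevalonate oxidation gives rising NADPH absorbance; 0% = complete reaction with DMSO and 100% = background rate lacking mevalonate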
Hsp70 activator: Hsp70 transcriptional activators, primary screen, cell-based, HeLa, Hsp70 promoter luciferase, luminescence, 10 µM | HeLa Hsp70 promoter luciferase reporter; scaled: vehicle 0, proteasome-inhibitor control 100% | activation, % at 10 µM | 0.04% of 200,000 active | AID 1203, 2008;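 active = activation above the mean across all tested compounds plus 3 SD, cutoff set per campaign, cut at about 5.5% in these data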;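 note: 100% = MG132 at 30 µM as the positive control and 0% = DMSO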
APP 5'UTR act: activators of APP 5'UTR luciferase reporter, primary screen, SH-SY5Y cells; SH-SY5Y APP 5'UTR luciferase reporter, luminescence; zero percent = DMSO vehicle wells; activation, % at 2 µM; 1% of 190,000 active;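 active = activation above a set limit, based on mean plus 3 SD of controls, cut at about 140% in these data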; note: values of inactives mirror those of a sister screen read the other way
NF-kB neuron act: activators of NF-kB expression in neurons, primary screen, cell-based, HTS | human neuronal cells, NF-kB reporter expression; stronger effect = higher value | fold change at 12.5 µM | 1.6% of 190,000 active; in the data active = fold change above about 3.3
Numbers without * were called inactive; x = no result given.

SMILES	APP 5UTR inh	Redox H2O2 prof	FLuc stim CS	STAT1 act	G6PDH CS	FLuc inhib CS	HMGR II inh	Hsp70 activator	APP 5'UTR act	NF-kB neuron act
CCCCN(CCCC)S(=O)(=O)c1ccc(NC(=O)c2cccs2)cc1	0	0.2	1	99	6	0	-8	0.3	0	0.54
O=C(N/N=C(\Cc1ncc[nH]1)c1ccccc1)c1ccccc1	1	0.0	1.1	107	3	-5	-2	-0.4	-1	1.5
COc1ccc(NC(=O)Cn2c(=O)n(CC3CCCO3)c(=O)c3ccccc32)c(OC)c1 (configuration not stated)	-13	-0.8	1	94	15	1	-5	-0.2	13	1.1
COC(=O)c1cc(Cl)c(NC(=O)/C=C/c2ccc(OC)c(OC)c2)cc1OC	-8	2.4	1	96	-32	1	-1	-0.5	8	0.62
COc1ccc(N(C(=O)c2ccncc2)S(=O)(=O)c2ccc3c4c(cccc24)C(=O)N3C)cc1	-5	-0.6	1	87	12	4	0	-0.3	5	1.1
O=C(CSc1nnc(NC(=O)Cc2ccccc2)s1)NCC1CCCO1 (configuration not stated)	-8	-0.5	1	98	-2	1	-7	-0.3	8	1.2
Cc1ccc(CNC(=O)CSc2nc(C)cs2)cc1	-14	0.0	1	95	1	-4	2	-0.1	14	1.2
CC1=C(C(=O)OCc2ccc3c(c2)OCO3)C(c2ccc(O)c([N+](=O)[O-])c2)NC(=O)N1 (configuration not stated)	-25	-0.5	1	82	-3	-5	-5	-0.2	25	1.1
O=C(NN1CCCCC1)c1cnn2c(C(F)F)cc(-c3ccccc3)nc12	-13	-0.1	1	101	-4	-2	3	0.1	13	1.1
CCOP(=O)(OCC)c1nc(-c2ccc(C)cc2)oc1N1CCOCC1	26	-4.0	x	92	x	x	x	0.0	-26	x
Oc1ccc(-c2[nH]ncc2-c2cccc3cccnc23)c(O)c1	4	1.6	1.1	98	17	-8	0	-0.2	-4	0.75
CC(C)(C)N1CC(C(=O)O)CC1=O (configuration not stated)	5	0.5	1	102	4	-2	-4	-0.4	-5	1.2
O=C(Nc1nnc(C2CC2)s1)C1Cc2ccccc2CN1S(=O)(=O)c1cccs1 (configuration not stated)	-28	2.1	1.1	110	8	-8	-3	-0.3	28	1.3
FC(F)Oc1ccc(NC(=S)NCC2COc3ccccc3O2)cc1 (configuration not stated)	-3	-0.2	1.1	98	-6	-7	-2	-0.1	3	1.1
C=CCN1C(=O)C(Cc2ccc(C)cc2)S/C1=N/N=C/c1ccco1 (configuration not stated)	0	4.2	1	106	-3	-4	-10	-0.2	0	1.2
O=S(=O)(CCOc1ccccc1)N1CCOCC1	-26	0.4	1.1	107	5	-8	-7	-0.1	26	1.2
O=C(Nc1ccc2snnc2c1)N1CCSCC1	-7	-1.0	1	99	6	-3	0	-0.2	7	1.1
O=C(CNCc1ccccc1)Nc1ccccc1-c1ccccc1	10	-0.1	1	99	8	-4	-6	-0.3	-10	1
CCOc1ccc2nc(NC(=O)C3=NN(c4ccccc4)C(=O)CC3)sc2c1	2	-2.0	1	106	3	-4	0	-0.1	-2	1
O=S1(=O)N=C2CCCCCN2C(c2ccc(F)cc2)N1 (configuration not stated)	-29	0.1	1	97	-1	-4	-4	-0.3	29	1.2
O=C(Nc1ccc(Cl)cc1)C1=Cc2ccccc2OC1	-210	-0.1	0.8	143*	1	17	-2	-0.1	210*	9.2*
CN(C)c1nc(SCc2ccccc2Cl)nc2c1CCCC2	6	1.2	1.1	96	-24	-8	3	-0.3	-6	1.4
O=C(O)CSc1nnc(COc2cccc3cccnc23)n1-c1cccc(C(F)(F)F)c1	-3	-1.0	1.1	96	7	-6	-6	0.9	3	1.3
COc1nc(-c2ccccc2)cc(-c2ccc(OC)c(OC)c2)n1	11	6.0	0.9	104	-8	6	-1	-0.2	-11	0.53

Single records, as listed above. Screens in order: APP 5UTR inh	Redox H2O2 prof	FLuc stim CS	STAT1 act	G6PDH CS	FLuc inhib CS	HMGR II inh	Hsp70 activator	APP 5'UTR act	NF-kB neuron act
`O=C(Nc1ccc2snnc2c1)N1CCSCC1` as listed: -7	-1.0	1	99	6	-3	0	-0.2	7	1.1
`C=CCN1C(=O)C(Cc2ccc(C)cc2)S/C1=N/N=C/c1ccco1` (configuration not stated) as listed: 0	4.2	1	106	-3	-4	-10	-0.2	0	1.2

The list goes on.
SMILES	APP 5UTR inh	Redox H2O2 prof	FLuc stim CS	STAT1 act	G6PDH CS	FLuc inhib CS	HMGR II inh	Hsp70 activator	APP 5'UTR act	NF-kB neuron act
Cc1ccc(SCC(=O)O/N=C(\N)c2ccc([N+](=O)[O-])cc2)cc1	2	1.0	1.1	102	4	-6	-3	0.1	-2	0.9
S=c1[nH]nc(COc2ccccc2)n1-c1ccccc1	-12	-0.2	1	96	2	4	0	-0.1	12	0.96
N#Cc1nc(COc2ccc(Cl)cc2)oc1N1CCCCCC1	-12	-0.7	1.1	103	-9	-6	0	-0.3	12	1
Cc1nn(C)c2nc(-c3cccs3)cc(C(F)(F)F)c12	11	0.0	1	116	6	-2	-4	-0.2	-11	1.1
CCN(CC)CCCN1C(=O)C(O)=C(C(=O)c2sc(C)nc2C)C1c1ccco1 (configuration not stated)	7	-2.8	1.1	97	4	-6	-8	0.1	-7	1.1
CC(=O)Nc1sc(N/N=C\c2ccccc2F)nc1-c1cccs1	-104	0.5	1	117	-53	1	1	-0.3	104	0.4
CCOc1ccc(NC(=O)CS(=O)(=O)c2cn(C)c3ccccc23)cc1	-6	-0.6	1.1	95	-10	-5	-6	-0.1	6	1
COc1ccccc1NC(=O)C(CCS(C)(=O)=O)N1C(=O)c2ccccc2C1=O (configuration not stated)	-9	3.8	1.1	110	1	-8	2	0.0	9	1.2
COc1ccc(-n2c(CN3CCN(c4ccccn4)CC3)nc3ccc([N+](=O)[O-])cc3c2=O)c(OC)c1	15	-2.1	1	97	5	-3	-3	-0.2	-15	2.4
Cc1cc(C)n(C(=O)CNc2cccc(Cl)c2C)n1	-1	2.4	1.1	108	4	-9	-6	-0.3	1	1.1
C/C(=N\NC(=O)c1ccc(O)cc1)c1ccc(N2CCOCC2)cc1	7	0.5	1	108	4	2	-2	0.1	-7	0.95
CC(Sc1nnc(Nc2ccccc2)s1)C(=O)NC1CCCc2ccccc21 (configuration not stated)	14	0.9	1	123	9	-2	1	-0.2	-14	0.86
O=C1NCC(COCc2ccco2)O1 (configuration not stated)	4	1.4	1	111	-5	-4	2	0.2	-4	1
CN(C)S(=O)(=O)N1CCC(Oc2ccc(C(=O)NC3CCCCC3)cc2)CC1	-5	-0.2	1	106	7	-2	-3	0.2	5	1.1
CCn1cc(C(=O)Nc2ccccc2)c(=O)c2ccc(C)nc21	1	0.6	1	106	7	-3	7	-0.3	-1	1.3
O=C(COc1ccccc1[N+](=O)[O-])NCc1cccnc1	1	0.4	1.1	103	1	-6	2	-0.3	-1	1.2
CS(=O)(=O)N(CC(=O)NCc1ccco1)c1ccc(OCc2ccccc2)cc1	-15	0.2	1	106	10	0	-9	-0.5	15	1.1
CNc1nnc(-c2ccc(OC)cc2)s1	-58	0.5	0.4	122	12	63*	-4	0.0	58	2.4
O=c1[nH]c(Nc2ccc(F)cc2)cc2ccccc12	-13	2.1	0.9	109	50	5	1	0.1	13	1.4
CCCCn1c(=N)n(CC(=O)c2ccc([N+](=O)[O-])cc2)c2ccccc21	14	-1.1	1	100	3	1	-2	0.0	-14	1
N#CC1=C(N)Oc2c(sc3ccccc23)C1c1ccco1 (configuration not stated)	56*	-1.3	0.9	97	25	8	-1	1.8	-56	0.83
CC(C)(C)c1[nH]nc2c1C(Cc1ccccc1)C(C#N)=C(N)O2 (configuration not stated)	5	0.6	1.1	91	3	-6	0	-0.3	-5	0.87
COc1ccc(OC)c(-c2nc3cc4ccccc4cc3nc2-c2ccccc2)c1	-16	0.0	1.1	97	-3	-6	-3	-0.2	16	0.75
O=C(N[C@@H](Cc1ccccc1)c1nc2ccccc2[nH]1)c1cc([N+](=O)[O-])ccc1Cl	15	0.0	1	101	0	2	5	-0.1	-15	0.87
Cn1c(/C=C/N(Cc2ccccc2)c2ccccc2)c([N+](=O)[O-])c(=O)n(C)c1=O	4	-2.4	1.1	96	9	-8	-3	-0.4	-4	0.84
O=C(CSc1nnc(-c2ccco2)c(-c2ccco2)n1)Nc1ccccc1	50*	1.2	1	91	30	5	2	-0.3	-50	0.96
CC(C)CN(CC(C)C)S(=O)(=O)N1CCC(C(=O)NCc2ccc(F)cc2)CC1	9	-0.3	1	101	-1	-3	-6	0.1	-9	0.74
C/C(=N\NC(=O)c1cccc(S(=O)(=O)Nc2ccccc2Cl)c1)c1ccc(-n2ccnc2)cc1	-11	-1.0	1	104	7	-3	2	0.1	11	1
O=C(Nc1nc(-c2ccc(-c3ccccc3)cc2)cs1)C1=COCCO1	-19	0.8	1	99	-11	2	-3	-0.4	19	1.3
COc1ccc(N2CCN(C(=O)CSc3nnc4c(C)cc5ccc(C)c(C)c5n34)CC2)cc1	-2	0.1	1	99	-30	-2	4	-0.5	2	1.2
O=C(Nc1ccc(NC(=O)c2cccs2)cc1)c1ccc(Br)o1	x	7.1	1.1	109	9	-7	1	0.1	x	1
Cc1csc(NC(=O)C2CCN(C(=O)c3ccccc3C)CC2)n1	-10	-0.8	1.1	98	-1	-5	-1	-0.3	10	1.4
Nc1c(C(=O)NC2CCCC2)sc2nc(-c3cccs3)ccc12	-6	-0.9	1	103	2	-3	-1	0.2	6	1.2
COc1ccccc1N1CCN(S(=O)(=O)c2cnc[nH]2)CC1	-8	-1.1	1	95	6	-3	-1	-0.1	8	1.1
CCOC(=O)C1(CCOC)CCN(Cc2ccc(COC)o2)CC1	0	-1.1	1	96	9	-3	2	-0.1	0	1.2
Nc1ccc(C#Cc2ccccc2)cc1	-7	-4.4	0.9	130*	0	7	-2	-0.1	7	1.5
CC(=O)NC1=NN(C(C)=O)C(c2cccc([N+](=O)[O-])c2)S1 (configuration not stated)	21	-0.2	0.9	101	-6	6	-3	-0.1	-21	0.94
C=CCn1c(SCC(=O)N2CC(=O)Nc3ccccc32)nc2scc(-c3cccs3)c2c1=O	-4	-2.8	1	104	2	-3	1	-0.3	4	0.34
Cc1ccc(SCC(=O)N(C)C2CCS(=O)(=O)C2)cc1 (configuration not stated)	-7	-0.4	1	102	7	0	-2	0.5	7	1.1
COc1ccc(C(=O)/C=C/N2CCCCC2)cc1OC	2	-2.1	0.9	116	19	14	2	1.4	-2	1.5
COc1cccc(CNC(=O)CCC2CCCN(Cc3cc4ccccc4o3)C2)c1 (configuration not stated)	15	-0.3	1	97	8	-4	-1	0.1	-15	1.3
C=CCNS(=O)(=O)c1cccc2cc(C(=O)O)c(O)cc12	-4	-0.7	1.1	96	11	-6	-2	-0.2	4	0.83
